# AID2073: disruptors of CaV2.2 binding to Mint1 – biochemical, HTRF (AID 2073); HTRF protein-protein interaction, Mint1-CaV2.2; higher % means a stronger effect; one-dose inhibition, % at 20 µM; IC50 in µM for titrated hits; 290,000 compounds, 0.19% hits; in the data active means inhibition mostly above about 51%, no sharp cut-off; inconclusive means no clear call, values can overlap the other calls; inactive means mostly below about 53%; further: some results filed as inactive read as strong as hits
# Large T inhibition: TAg ATPase/helicase activity blockers – biochemical (AID 1903). 310,000 compounds, 0.39% hits. SV40 large T antigen ATPase/helicase inhibition assay; higher % means a stronger effect. inhibition, % at 20 µM; hits with a dose series show IC50 in µM; in the data active means a potency from the dose series; inconclusive means inhibition mostly from about 32% at the one dose, without a potency; inactive means the rest, 99 in 100 with inhibition below about 32%; further: strong numbers were not always called active
# GPR55 activation: selective activators of receptor GPR55 – imaging, U2OS cells, beta-arrestin-GFP redistribution, primary screen (AID 1961) | U2OS GPR55 beta-arrestin-GFP redistribution imaging; higher % means a stronger effect | activation, % at 10 µM, or EC50 in µM where a hit was titrated | 290,000 compounds, 0.048% hits;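 active means activation above 40% with more than 50 cells counted in the well; inconclusive means wells holding fewer than 50 cells, flagged as toxic or sparse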;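 further: U2OS osteosarcoma cells stably expressing GPR55 and beta-arrestin-GFP; plate controls were DMSO negative control for no effect and LPI positive control for full effect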
# NTR1 ag: NTR1-driven beta-arrestin-GFP spot formation – imaging, U2OS cells, high content, primary screen (AID 493036). P30989. agonist mode. activation, % at 20 µM. 330,000 compounds, 0.17% hits;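 active means activation at or above 40% of the spot to cytoplasm intensity ratio, with at least 20 cells analyzed; inconclusive means wells under 20 cells, flagged as cytotoxic or low count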;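 further: 0% = DMSO without peptide and 100% = 100 nM NTR1 peptide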
# Target sequence (P30989 whole entry, looked up): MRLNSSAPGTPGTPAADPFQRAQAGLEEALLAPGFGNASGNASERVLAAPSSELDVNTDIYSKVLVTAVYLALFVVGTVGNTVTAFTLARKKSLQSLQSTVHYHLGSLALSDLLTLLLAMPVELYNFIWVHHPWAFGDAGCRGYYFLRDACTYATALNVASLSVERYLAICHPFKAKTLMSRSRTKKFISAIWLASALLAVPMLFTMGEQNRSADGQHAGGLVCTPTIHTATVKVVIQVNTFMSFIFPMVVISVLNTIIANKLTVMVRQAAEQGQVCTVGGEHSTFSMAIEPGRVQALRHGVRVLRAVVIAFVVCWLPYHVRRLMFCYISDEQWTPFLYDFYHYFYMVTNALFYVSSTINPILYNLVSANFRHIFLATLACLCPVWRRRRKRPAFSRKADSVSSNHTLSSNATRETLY
# GPR55 antagonists: GPR55 antagonists blocking LPI-driven arrestin recruitment, primary screen, imaging, U2OS, beta-arrestin-GFP, LPI agonist (AID 2013); inhibition, % at 10 µM, or IC50 in µM where a hit was titrated; U2OS GPR55 beta-arrestin-GFP translocation imaging, LPI antagonism; higher % means a stronger effect; 290,000 compounds, 0.13% hits;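 active means spots per cell inhibited over 60%, with over 100 cells counted and total cytoplasm intensity under 500,000; inconclusive means wells with under 100 cells, flagged as likely toxic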;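 further: U2OS cells stably carrying GPR55 and arrestin-GFP stimulated by 5 µM LPI near EC80; imaged beta-arrestin-GFP aggregate spots per cell after agonist stimulation; plate controls were LPI-stimulated DMSO wells for no effect and DMSO wells without LPI for full effect; some results filed as inactive read as strong as hits; confirmed hits need IC50 under 10 µM and bright autofluorescent wells are also inconclusive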
# Yfh1-off respiration: mitochondrial function rescue without frataxin homolog – Friedreich's ataxia, plus single-dose screen, dose response (AID 1465); 220,000 compounds, 0.074% hits; fold induction at 50 µM, or EC50 in µM where a hit was titrated; S. cerevisiae Yfh1-off respiration, WST-1 reduction, 72 h; higher fold induction means a stronger effect;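 active means fold induction of absorbance versus untreated yeast above a set limit, then at least 30% activation at any dose in follow-up; inconclusive means repeats straddling the limit, or above it without dose testing; inactive means fold induction below the set limit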;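 further: activators that raise dye reduction in frataxin-depleted yeast; strong numbers were not always called active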
# GPR35 antagonists: inhibition of zaprinast-stimulated GPR35 beta-arrestin translocation – imaging, U2OS, beta-arrestin-GFP, zaprinast agonist, primary screen (AID 2058); inhibition, % at 10 µM, or IC50 in µM where a hit was titrated; 290,000 compounds, 0.052% hits; U2OS GPR35 beta-arrestin-GFP translocation imaging, zaprinast antagonism; higher % means a stronger effect;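 active means inhibition of at least 50% with at least 30 cells and total cytoplasm GFP at most 10,000,000; inconclusive means under 30 cells or total GFP of 10,000,000 plus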
# MgcRacGAP inhibition: MgcRacGAP GTPase-activating activity inhibitors, confirmation, biochemical, ADP Hunter fluorescence. MgcRacGAP-stimulated Rac1 GTP hydrolysis, ADP Hunter fluorescence; higher % means a stronger effect; GST-tagged Rac1 F28L mutant substrate. inhibition, % at 30 µM; hits with a dose series show IC50 in µM. 340,000 compounds, 0.6% hits. AID 624330;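 active means first-screen hits whose inhibition reached a set limit at any dose in the follow-up dose series; inconclusive means inhibition above the set first-screen limit but never retested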;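 further: fluorescence reports GDP produced by GAP-driven GTP hydrolysis; strong numbers were not always called active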
# NS5 inhibitors: Dengue-2 NS5 methyltransferase inhibitors, primary screen, biochemical, confirmation dose response (AID 588689); Dengue-2 NS5 methyltransferase capping enzyme assay, biochemical; higher % means a stronger effect; 340,000 compounds, 0.3% hits; inhibition, % at 25 µM, or IC50 in µM where a hit was titrated; in the data active means a potency from the dose series; inconclusive means inhibition above about 29% without an active follow-up result
# NTR1 ag cell count 20 µM: second read-out of NTR1 ag, no call of its own (marks repeat the call); cell count; measured here: cell count, cytotoxicity flag
# NS5 inhibitors pilot replicate: also measured in NS5 inhibitors; calls as there; inhibition, %; measured here: pilot screen replicate inhibition
# * marks the source's active call; other numbers are inactive results; i = inactive; ? = inconclusive; nt = not tested or not shown.
SMILES,AID2073,Large T inhibition,GPR55 activation,NTR1 ag,NTR1 ag cell count 20 µM,GPR55 antagonists,Yfh1-off respiration,GPR35 antagonists,MgcRacGAP inhibition,NS5 inhibitors,others
COc1ccccc1OCCCC(=O)NC(C)c1ccccc1 (stereo not drawn),-11%,8%,-0.1%,1.8,48,2%,i,-7%,6%,-8%,
COC(=O)c1cc(Br)ccc1NC(=O)Nc1ccccc1,0%,13%,0.3%,1.5,51,-17%,i,1%,7%,0%,
CSc1cccc(CN2CCN(Cc3ccccc3)C(CCO)C2)c1 (stereo not drawn),0%,-4%,-0.2%,-2.0,57,-3%,i,-10%,0%,nt,
COC(=O)c1sccc1NC(=O)c1cccc(F)c1,nt,9%,nt,2.7,36,nt,nt,nt,2%,0%,
COC(=O)C(Cc1ccc(O)cc1)NC(=O)c1ccccc1 (stereo not drawn),-3%,15%,0.2%,1.1,66,0%,i,-2%,12%,-10%,
Fc1cccc(CNc2ncnc3cc(Cl)ccc23)c1F,13%,3%,-0.1%,3.1,87,15%,nt,-1%,7%,-1%,
NC(=O)COc1ccccc1,-12%,3%,0.2%,0.5,59,-6%,i,-9%,10%,-2%,
Nc1ccc(S(N)(=O)=O)cc1,nt,23%,nt,1.5,73,nt,i,nt,6%,5%,
CCn1c(C)c(C(C)=O)c(N2CCCC2)nc1=S,-5%,4%,-0.2%,1.6,87,9%,i,5%,-5%,1%,
CCOC(=O)C1CCCN(C(=O)/C=C/c2ccc(Cl)cc2)C1 (stereo not drawn),-14%,-3%,0.2%,-1.0,81,2%,i,-13%,7%,3%,
CCCCn1c2nc3ccccc3nc2c2c(=O)n(-c3ccccc3)cnc21,-10%,4%,0.3%,1.9,89,-5%,i,-8%,-1%,-6%,
COc1cccc(OCc2cc(C(=O)N(C)CCOc3ccc(C)cc3)no2)c1,0%,2%,1.2%,0.3,70,-14%,nt,-8%,7%,5%,
COc1ccc(CCNC(=O)COC(=O)Cn2cnc3ccccc3c2=O)cc1,7%,14%,-0.1%,1.5,64,-9%,i,-4%,2%,-7%,
Clc1cccc(CSc2nnc(-c3c[nH]c4ccccc34)o2)c1,0%,-4%,-0.2%,17,46,5%,i,0%,4%,-11%,
CCOC(=O)CSc1cc(C)nc(NC(C)=O)n1,?,14%,0.3%,-0.2,93,14%,i,9%,11%,1%,
S=C(Nc1ccc(Cl)cc1)Nc1cccc2cnccc12,35%,8%,-0.1%,1.0,54,-1%,i,-18%,14%,25%,
CCN1C(=O)CSc2ccc(C(=O)NCc3ccco3)cc21,-5%,7%,-0.1%,-1.5,60,16%,i,6%,6%,5%,
O=C1c2cccnc2C(=O)N1c1cccc([N+](=O)[O-])c1,14%,8%,0.2%,1.0,65,5%,nt,-12%,11%,-6%,
COc1ccc(C(=O)NC(CC(C)C)C(=O)O)cc1OC (stereo not drawn),10%,1%,-0.1%,0.2,75,-1%,i,13%,5%,-3%,NS5 inhibitors pilot replicate=-2.3
Cc1ccccc1-c1nc(CN2CCC(C(=O)NCc3cccnc3)CC2)c(C)o1,6%,18%,-0.1%,0.6,71,1%,i,7%,5%,0%,
CS(=O)(=O)N1CCCC(C(=O)NCCc2ccccc2)C1 (stereo not drawn),-2%,-7%,0.0%,-0.1,44,6%,i,16%,15%,-2%,
COc1cc(/C=C2/C(=N)N3C(SC)=NSC3=NC2=O)ccc1OC(=O)c1ccco1,10%,?,-0.2%,-0.5,47,-4%,nt,-15%,22%,-66%,
O=C(N=C1SC2CS(=O)(=O)CC2N1Cc1ccccc1)C1CCCO1 (stereo not drawn),5%,5%,0.3%,-0.9,38,-7%,nt,-12%,11%,-3%,
Cc1nonc1OC(C)CNc1ccc([N+](=O)[O-])cc1 (stereo not drawn),-10%,13%,-0.1%,-0.9,61,3%,i,22%,2%,-7%,
Cc1cc2nc(C)n(CCCNC(=O)Nc3ccc(C#N)cc3)c2cc1C,-1%,4%,-2.0%,-0.6,41,4%,i,-9%,17%,-5%,
CCN(CC)c1ccc(S(=O)(=O)N2CCOCC2)cc1NC(=O)CSc1nnc(N)s1,nt,0%,nt,0.2,45,nt,nt,nt,1%,-11%,
CN(C)C1(CNC(=O)Nc2ccccc2)CCCCC1,0%,9%,-0.1%,-0.8,59,6%,nt,0%,3%,-1%,
O=C(C1CCN(S(=O)(=O)c2c(Cl)cccc2Cl)CC1)N1CCCCCCC1,nt,8%,nt,-0.3,59,nt,nt,nt,-2%,-12%,
Nc1nc(C2CCCN2S(=O)(=O)c2ccc(Cl)cc2)cs1 (stereo not drawn),-6%,7%,0.0%,1.7,69,6%,i,0%,0%,-3%,
O=C(N1CCOCC1)N(CCN1CCOCC1)Cc1cccc(Cl)c1,-6%,8%,-0.2%,-0.5,55,15%,i,18%,11%,1%,
Cc1cc(=O)[nH]c2nnnn12,14%,2%,0.3%,-0.2,50,-19%,i,-1%,4%,-7%,
COc1ccc(C(=O)O)cc1NS(=O)(=O)c1cccc2nsnc12,-2%,10%,0.3%,-0.2,53,3%,i,4%,4%,-1%,
CCOC(=O)C1=C(c2ccccc2)NC(=O)N(C(C)=O)C1c1cccc([N+](=O)[O-])c1 (stereo not drawn),-5%,-1%,-0.3%,-1.7,89,-22%,i,6%,5%,-11%,
NNC(=O)CS(=O)(=O)c1ccc(Cl)cc1,0%,6%,0.8%,-1.3,52,-3%,i,-12%,5%,-3%,
COCCCNC(=O)C1=CCN(S(=O)(=O)c2ccc(C)cc2)CC1,0%,9%,0.1%,1.5,54,-3%,nt,4%,-1%,-5%,
O=C(CCN1C(=O)c2ccccc2C1=O)NC(=S)Nc1ccccc1,12%,12%,-0.1%,-0.1,68,2%,i,-3%,4%,-4%,
Fc1ccc(N2CN(Cc3cccnc3)CNC2=S)cc1,-15%,10%,-0.2%,0.1,50,-6%,i,0%,nt,nt,
Cc1ccc(NC(=O)C2OCCc3ccccc32)cc1C (stereo not drawn),0%,10%,0.6%,-1.3,50,12%,i,-4%,14%,-4%,
Cc1nc2sc(C(c3ccco3)N3CC(C)OC(C)C3)c(O)n2n1 (stereo not drawn),-8%,5%,0.4%,-2.4,101,-10%,nt,5%,3%,-4%,
COC(=O)c1ccc(Cl)c(NC(=O)CN2CCN(Cc3ccccc3)CC2)c1,8%,7%,0.2%,1.3,37,0%,i,7%,10%,-3%,
CCOC(=O)N1CCN(C(=O)C2CC(=O)N(c3ccc(OC)cc3)C2c2ccc(OC)cc2)CC1 (stereo not drawn),4%,-4%,-0.5%,-1.3,78,-8%,i,-11%,1%,-10%,
CN1CCN(Cc2nc(-c3cccs3)no2)CC1c1ccccc1 (stereo not drawn),0%,0%,0.0%,-1.1,94,-7%,i,11%,2%,17%,
CC(=O)Nc1ccc(S(=O)(=O)N2CCN(c3nnnn3-c3ccccc3)CC2)cc1,10%,4%,-0.2%,2.1,57,-10%,i,9%,2%,-1%,
CN(CC1COc2ccccc2O1)C(=S)Nc1ccccc1 (stereo not drawn),nt,nt,nt,-0.3,39,nt,i,nt,5%,-8%,
CCS(=O)(=O)N1CCN=C1SCc1cccc(F)c1,10%,7%,-0.2%,-0.7,68,5%,nt,-4%,18%,-10%,
COc1ccccc1C(=O)Nc1c[nH]c(=O)[nH]c1=O,-1%,11%,-0.2%,0.0,56,3%,nt,-2%,14%,-7%,
Cc1ccc(NC(=S)N(CCN(C)C)Cc2cc3cc(C)ccc3[nH]c2=O)cc1,?,6%,-0.1%,2.3,50,5%,i,1%,11%,-2%,
CCOc1ccccc1N1CCN(CC(=O)c2c(N)n(C)c(=O)n(C)c2=O)CC1,-6%,5%,0.6%,0.6,39,-1%,i,-1%,-7%,0%,
Cc1ccc(S(=O)(=O)NCc2cccnc2)s1,0%,3%,-0.4%,-1.0,61,-3%,i,10%,8%,-1%,
CCOC(=O)C(Cc1ccccc1)C(=O)c1ccco1 (stereo not drawn),nt,7%,nt,-0.1,51,nt,nt,nt,3%,4%,
O=C(CCCn1c(=O)oc2ccccc21)Nc1cccnc1,-10%,0%,0.1%,1.1,64,3%,i,4%,6%,-6%,
CC(=O)c1ccc(N2C(=NC(=O)C3CCCCC3)SC3CS(=O)(=O)CC32)cc1 (stereo not drawn),2%,15%,-0.1%,1.0,56,8%,nt,-5%,5%,-5%,
NC(=NCCc1c[nH]c2ccccc12)NS(=O)(=O)c1ccc2ccccc2c1,10%,23%,-0.2%,-1.7,59,9%,i,4%,5%,3%,
Cc1cccc(-c2noc(CNC(=O)c3ccoc3C)n2)c1,15%,14%,0.3%,0.4,65,15%,nt,21%,6%,-15%,
O=C(CN1C2=NCCN2c2ccccc21)c1ccc(Br)s1,-5%,2%,-0.3%,-0.9,89,7%,i,7%,5%,-6%,
